# Compound activity deposited in PubChem BioAssay by Sanford-Burnham Center for Chemical Genomics.
# CXCR6 inh: CXCR6 (human) receptor inhibition; inhibition, % at 20 µM; O00574; hit rate 0.36% among 360,000; AID 602244; CHO-K1 PathHunter CXCR6 beta-arrestin, luminescence; in the data active means inhibition above about 34%, passing the limit was not always enough;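 further: antagonist mode with CXCL16 agonist at 10 nM final; 0% = 10 nM CXCL16 with DMSO and 100% = unstimulated wells without agonist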
# Target sequence (O00574 whole entry, looked up): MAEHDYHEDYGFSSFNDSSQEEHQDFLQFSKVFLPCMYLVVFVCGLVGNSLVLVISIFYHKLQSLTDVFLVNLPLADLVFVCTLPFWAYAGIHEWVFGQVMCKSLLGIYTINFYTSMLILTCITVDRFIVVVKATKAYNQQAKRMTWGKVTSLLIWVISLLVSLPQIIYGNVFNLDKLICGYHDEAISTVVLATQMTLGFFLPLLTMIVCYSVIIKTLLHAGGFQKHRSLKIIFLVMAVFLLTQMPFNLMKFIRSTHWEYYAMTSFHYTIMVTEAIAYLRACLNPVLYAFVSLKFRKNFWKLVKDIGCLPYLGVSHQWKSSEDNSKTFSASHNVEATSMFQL
# Gli-Sufu block: antagonists of Gli-Sufu signaling | Sufu-KO-LIGHT fibroblasts, Gli luciferase reporter luminescence | inhibition, % at 5 µM | hit rate 0.74% among 340,000 | AID 588413;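 active means inhibition above about 55%, limit read from the data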;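 further: 0% = DMSO-treated cells and 100% = wells with medium but no cells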
# CCR6 antag: blocks CCL20-driven beta-arrestin recruitment at human CCR6; P51684; CHO-K1 CCR6 PathHunter beta-arrestin, luminescence, CCL20-stimulated; inhibition, % at 20 µM; hit rate 0.49% among 340,000;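 active means compounds whose inhibition of the agonist-driven luminescence signal at 20 µM reaches about 50%, limit read from the data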;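 further: cells stimulated with CCL20 at 14 nM final; plate controls were DMSO with CCL20 for no effect and DMSO without agonist for full effect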
# Target sequence (P51684 whole entry, looked up): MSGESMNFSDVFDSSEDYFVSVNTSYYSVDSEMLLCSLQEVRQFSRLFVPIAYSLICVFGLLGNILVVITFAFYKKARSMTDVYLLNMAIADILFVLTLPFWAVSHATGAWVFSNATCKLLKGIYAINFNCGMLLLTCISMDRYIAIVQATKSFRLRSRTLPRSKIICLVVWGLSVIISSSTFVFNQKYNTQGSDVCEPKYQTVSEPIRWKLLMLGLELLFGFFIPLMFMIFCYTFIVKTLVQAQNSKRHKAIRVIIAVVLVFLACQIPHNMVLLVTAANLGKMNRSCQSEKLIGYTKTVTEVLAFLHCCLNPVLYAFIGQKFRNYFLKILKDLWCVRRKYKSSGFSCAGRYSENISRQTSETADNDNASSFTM
# UPR XBP1 act: activators of adaptive arm of unfolded protein response (XBP1). activation, % at 20 µM. hit rate 0.33% among 330,000. AID 463104. CHO-XBP1 luciferase reporter, IRE1-XBP1 UPR activation, luminescence; percent of tunicamycin response, DMSO as zero;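 active means versus positive control, 20 µM dose yields 30% or more activation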;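 further: 100% = tunicamycin at 10 µg/mL and 0% = DMSO only wells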
#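 Test system: CHO-XBP1 luciferase reporter cells | Buffer or medium: Serum-containing F12 medium, 10% FBS | Schedule: 6 h compound exposure at 37 °C, 5% CO2 | Detection: Steady-Glo luciferase glow luminescence, 10 min after reagent addition | Read-out basis: Activation, % of tunicamycin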
# UPR CHOP act: activators of apoptotic arm of unfolded protein response (CHOP); CHO-CHOP luciferase reporter, UPR activation, luminescence; percent of tunicamycin response over DMSO baseline; activation, % at 10 µM; hit rate 0.34% among 330,000;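 active means at 10 µM dose, activation of 40% or more, normalized to positive control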;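 further: 100% = tunicamycin at 10 µg/mL and 0% = DMSO alone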
#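 assay system = CHO CHOP reporter cells | amount = 500 CHO-CHOP cells per well | buffer or medium = F12 with 10% FBS | incubation = 16-18 h cell attachment, then 6 h compound exposure, 37 °C | detection = luminescence read with Steady-Glo | read-out = percent activation relative to tunicamycin control | controls = tunicamycin high control, DMSO low control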
# EBI2 block: blocks human EBI2 receptor beta-arrestin signaling; EBI2 beta-arrestin recruitment, luminescence, 7a,25-OHC stimulated; inhibition, % at 5 µM; hit rate 0.81% among 360,000; AID 651636; in the data active means inhibition above about 38%;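 further: enzyme fragment complementation signal reports receptor beta-arrestin coupling in cells; 0% = agonist plus DMSO wells and 100% = wells without agonist; some results beyond the cut were filed as inactive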
# Target sequence (P32249 whole entry, looked up, the tested form may be a part): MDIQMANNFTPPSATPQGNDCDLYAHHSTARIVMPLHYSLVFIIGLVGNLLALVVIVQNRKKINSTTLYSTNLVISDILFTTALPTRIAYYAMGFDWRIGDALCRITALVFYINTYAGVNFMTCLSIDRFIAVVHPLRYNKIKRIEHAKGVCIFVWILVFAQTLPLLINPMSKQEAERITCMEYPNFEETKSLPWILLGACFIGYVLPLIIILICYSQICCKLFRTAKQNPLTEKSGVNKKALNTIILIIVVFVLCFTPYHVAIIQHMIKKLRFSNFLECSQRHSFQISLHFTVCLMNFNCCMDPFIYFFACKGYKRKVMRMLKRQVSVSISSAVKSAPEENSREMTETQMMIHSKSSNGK
# Jurkat NFkB inh: lowers PMA/ionomycin-induced NF-kB signal in Jurkat cells. PMA/ionomycin-induced NF-kB luciferase reporter, luminescence. inhibition, % at 4 µM. hit rate 0.53% among 330,000. AID 435003; in the data active means inhibition above about 50%
# Mdm2 MdmX PPI: human Mdm2/MdmX binding inhibition; O15151+Q00987; SaOS-2 split-luciferase Mdm2/MdmX complementation, luminescence; inhibition, % at 8 µM; hit rate 3% among 330,000; AID 485346;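 active means inhibition of at least 50% at 8 µM in the primary screen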
# 697 NFkB inh: lowers PMA/ionomycin-induced NF-kB signal in 697 B cells; 697 B-cell NF-kB luciferase reporter, 16 h; inhibition, % at 4 µM; hit rate 0.33% among 330,000; AID 435022; in the data active means inhibition above about 35%
# * hit, by the source's call; / = not tested or not shown. Rows were taken by chance; overall some 5% were active at least once.
SMILES,CXCR6 inh,Gli-Sufu block,CCR6 antag,UPR XBP1 act,UPR CHOP act,EBI2 block,Jurkat NFkB inh,Mdm2 MdmX PPI,697 NFkB inh
COc1ccc(CCNC(=O)c2ccc(S(=O)(=O)N3CCCCC3)cc2)cc1,5,5,15,-2,-1.2,15,-5,-20,-2
COc1ccc(OCC(=O)Nc2c(C(=O)N3CCN(C)CC3)oc3ccccc23)cc1,-1,-56,-11,-2,-0.6,-4,-12,18,-6
CN(C(=O)c1cccc(NC(=O)Cc2ccc(NC(=O)C3CCN(C(=O)CCc4ccccc4)CC3)cc2)c1)C1CCC1,4,0,1,/,/,11,/,/,/
CC(C)Sc1nc2sc(-c3ccccc3)cc2c(=O)n1N,0,-15,21,-3,1.2,51*,-17,11,-7
CCn1c(=O)cc(SCC(=O)NCc2ccc3c(c2)OCO3)c2ccccc21,2,12,4,0,0.1,-4,10,-9,26
O=[N+]([O-])c1ccc(N=NNc2ccccc2)cc1,-4,45,14,2,5.9,-13,-84,-80,-65
Cc1ccc(S(=O)(=O)N(C)c2ccc(OCC(=O)NCc3ccco3)cc2)cc1,2,11,8,-2,-0.4,-1,12,-11,2
Cc1nn(CC(=O)NNC(=O)c2ccc(Br)cc2)c(C)c1[N+](=O)[O-],1,-2,-4,-2,2.1,-3,3,-15,17
CCC(C)Nc1cc(C)c(C#N)c2nc3ccccc3n12 (stereo unspecified),-4,-7,1,-3,0.3,-56,-8,0,-17
CCN(CC)Cc1c(O)ccc2c(=O)c(Oc3ccccc3OC)coc12,-3,40,-15,6,-0.1,1,0,12,16
O=C(N/N=C\c1ccc(-c2cccc(Cl)c2)o1)C(=O)NC1CCCC1,5,9,-2,-4,1.4,10,-12,23,-3
CCCNC(=S)Nc1ccc(Nc2ccccc2)cc1,0,-2,20,-3,-0.1,-5,-14,13,-14
CSc1nn(-c2ccc(C(=O)OCC(=O)NC(=O)NC(C)C)cc2)c(=S)s1,7,-5,22,1,1.7,9,-7,17,11
O=C(COC(=O)c1ccccc1)Nc1cccc(S(=O)(=O)N2CCCCC2)c1,-10,-5,7,-2,0.3,-7,14,14,11
Cc1cc2ccccc2nc1SCC(=O)Nc1nc(-c2ccccc2)cs1,2,0,24,3,0.4,20,1,32,16
COc1ccc2c(c1)OC[C@H]1[C@H]2N2C(=O)CN(Cc3ccc(Cl)cc3)C(=O)[C@@]2(C)[C@H]1c1ccccc1,3,/,12,-3,3.8,30,11,31,24
C/C(Cl)=C\Cn1c(N2CCCC2)nc2c1c(=O)n(C)c(=O)n2C,0,-28,2,5,-0.7,1,17,10,14
CCN(CC)c1c([N+](=O)[O-])c(=O)n(CC)c2ccccc12,7,-1,-2,5,0.9,5,-8,-15,-5
COc1ccc2c(c1)[C@H]1[C@H](CO2)[C@H](c2ccccc2)[C@]2(C)C(=O)N(CC3CCCO3)CC(=O)N12 (stereo partly specified),16,3,19,-2,-0.9,1,1,16,10
NCC(c1ccccc1Cl)c1c[nH]c2ccccc12 (stereo unspecified),-12,12,-2,-3,-1.5,-13,0,41,-2

# Entries of single compounds, quoted from the list. Order of screens: CXCR6 inh, Gli-Sufu block, CCR6 antag, UPR XBP1 act, UPR CHOP act, EBI2 block, Jurkat NFkB inh, Mdm2 MdmX PPI, 697 NFkB inh
# Cc1cc2ccccc2nc1SCC(=O)Nc1nc(-c2ccccc2)cs1 reads 2, 0, 24, 3, 0.4, 20, 1, 32, 16
# O=C(N/N=C\c1ccc(-c2cccc(Cl)c2)o1)C(=O)NC1CCCC1 reads 5, 9, -2, -4, 1.4, 10, -12, 23, -3
# Cc1ccc(S(=O)(=O)N(C)c2ccc(OCC(=O)NCc3ccco3)cc2)cc1 reads 2, 11, 8, -2, -0.4, -1, 12, -11, 2
# CN(C(=O)c1cccc(NC(=O)Cc2ccc(NC(=O)C3CCN(C(=O)CCc4ccccc4)CC3)cc2)c1)C1CCC1 reads 4, 0, 1, /, /, 11, /, /, /
# CCCNC(=S)Nc1ccc(Nc2ccccc2)cc1 reads 0, -2, 20, -3, -0.1, -5, -14, 13, -14

# Further records follow:
SMILES,CXCR6 inh,Gli-Sufu block,CCR6 antag,UPR XBP1 act,UPR CHOP act,EBI2 block,Jurkat NFkB inh,Mdm2 MdmX PPI,697 NFkB inh
Cc1cc(CN2C(=O)c3ccccc3C2=O)on1,-1,2,5,-2,-1.2,-1,12,-11,-6
O=C(CS(=O)(=O)Cc1ccccc1)N1CCN(C(=O)c2ccco2)CC1,2,5,1,-1,0.8,8,11,16,25
O=C(Nc1nc(-c2ccccc2)cs1)c1cccc(S(=O)(=O)N2CCN(Cc3ccccc3)CC2)c1,4,10,9,-2,-1.5,8,-3,19,-3
Cn1cc(C(=O)NS(=O)(=O)Nc2ccc(Br)cn2)c2ccccc21,1,-12,13,-3,5.2,-20,-20,26,-27
COc1ccc2oc(C(=O)OCC(=O)N3CCCC3=O)c(C)c2c1,-2,-4,0,0,2.5,5,15,8,-7
CC(=O)NC12CC3CC(C1)CC(C(=O)N1CCN(S(=O)(=O)c4ccccc4[N+](=O)[O-])CC1)(C3)C2,6,8,0,-3,0.4,5,8,5,16
Cc1ccc(C(=O)NCC(=O)OCC(=O)Nc2cc(C)c(C)cc2[N+](=O)[O-])cc1,5,-4,8,0,-0.6,-4,11,-11,3
Cc1cccc(OC(C)C(=O)Nc2nccs2)c1 (stereo unspecified),-8,-7,-2,-1,0.9,1,-19,-28,4
O=C(Nc1ccc(NS(=O)(=O)c2ccc([N+](=O)[O-])cc2)cc1)c1ccco1,6,4,4,-2,0.0,-3,17,15,0
CCN1CCN(C(=O)CSc2cc(=O)n(CC)c3ccccc23)CC1,-1,30,-6,0,2.5,4,-4,52*,39*
CCCCN1C(=O)c2ccc(C(=O)Nc3cccc(C)c3C)cc2C1=O,4,15,-6,1,2.1,2,3,17,5
Nc1nc(SCC(=O)NNc2c(Cl)cc(Cl)cc2Cl)n[nH]1,0,-1,4,-1,0.4,-10,0,-18,12
Cc1ccc(C)c(S(=O)(=O)NC(C)CCc2ccccc2)c1 (stereo unspecified),-1,-1,11,-2,0.3,12,-6,14,-10
O=C(Nc1cn(-c2ccccc2)nc1-c1ccc(F)cc1)c1ccccc1,-5,-26,12,0,2.7,18,13,16,-26
CCOC(=O)C(=NC(C)(C)C)NNc1cc(Cl)ccc1Cl,-7,-6,6,-2,-0.4,11,1,-21,-19
Cc1ccccc1Cn1nc(C)c(NC(=O)c2noc3c2CCCC3)c1C,2,-4,-5,-1,0.5,5,-3,5,12
COc1ccc(/C=N/NC2=NCCCCC2)cc1,2,-2,0,1,-1.5,-4,-24,11,22
COc1ccc(CNC(=O)CNC(=O)c2ccc(Br)o2)cc1OC,4,2,0,-1,-1.0,-3,-1,-8,-13
O=C(COc1ccccc1)OCC(=O)c1c[nH]c2ccccc12,9,-5,3,-1,-0.3,-5,0,20,0
CNNC(=S)NCCC1=CCCCC1,5,4,-13,3,0.4,-12,-32,5,-18
O=C(c1cccc(C(F)(F)F)c1)N1CCCC1,-6,-8,5,-1,-0.1,2,5,-4,11
CC(NC(=O)COC(=O)c1cccnc1Cl)C12CC3CC(CC(C3)C1)C2 (stereo unspecified),4,-11,10,-2,-0.6,1,-23,-3,-4
O=c1[nH]c(=O)n(CCCc2ccccc2)cc1-c1ccccc1,0,-5,9,/,/,-10,/,/,/
C[C@@]12C(=O)Nc3ccc(F)cc3C(=O)N1[C@H]1c3ccccc3OC[C@@H]1[C@@H]2c1ccccc1,12,-9,10,1,-0.5,-5,4,-11,-20
c1ccc(C(c2nnnn2C2CCCC2)N2CCN(c3ccccc3)CC2)cc1 (stereo unspecified),7,10,17,-2,0.4,8,16,-21,-5
CCCCCCCCSc1n[nH]c(N)n1,5,-12,11,3,0.0,-13,-10,13,5
COc1ccc2cc(CO)c3cc(OC)c(OC)cc3c2c1,-15,-6,4,3,-0.8,-7,-10,42,16
Clc1nc(Cl)nc(N(c2ccccc2)c2ccccc2)n1,5,-1,5,1,1.0,-5,17,-37,12
COc1ccc(OC)c(C2C3=C(CC(C)(C)CC3=O)Nc3nnnn32)c1 (stereo unspecified),-2,5,8,2,-1.1,8,19,13,-20
COc1cc2nc(NC(=O)c3ccc(F)cc3Cl)sc(=O)c2cc1OC,-2,-5,19,-2,0.7,-11,-12,29,13
O=C(CSc1nc2ccccc2o1)N1CCCC1,-5,-6,7,1,0.5,-12,-18,-7,-1
O=[N+]([O-])c1cnccc1NC1CCCCC1,2,7,14,-1,-0.9,-6,-10,3,-4
COc1ccc(C(=O)NC2CCN(S(=O)(=O)c3ccc(F)cc3)CC2)cc1,2,-6,0,-3,-1.0,0,-12,14,6
CC1CCCCN1C(=O)CN1C(=O)CSc2ccc(S(=O)(=O)N3CCOCC3)cc21 (stereo unspecified),-2,-8,6,-1,0.8,-4,-3,-5,-12
Cc1cccc(N2C(S)=C(C#N)C(=O)NC2c2ccco2)c1 (stereo unspecified),-3,5,5,-1,0.2,37,12,9,-1
CC(C)c1ccc(NC(=O)CSc2ncccc2C(=O)Oc2cccc([N+](=O)[O-])c2)cc1,-5,-61,13,-2,3.5,-14,-51,-16,-128
CCOC(=O)c1cc(-c2ccc(OC)cc2)nn1-c1ccccc1C(=O)O,1,-4,-4,-2,1.3,-4,10,25,18
COc1ccc(N2C(=O)CC(Sc3nnc(-c4ccccc4F)n3C)C2=O)cc1 (stereo unspecified),-27,23,12,-9,-0.9,9,-6,-32,12
CCCN(CCC)C(=O)c1cc2c(=O)[nH]c3ccc(C)cc3c2s1,1,14,12,5,-0.7,1,4,6,23
Cc1ccc(NC(=O)C2CCN(S(=O)(=O)c3ccc4c(c3)CC(C)N4C(=O)C3CCC3)CC2)nc1 (stereo unspecified),8,40,11,-3,4.6,-1,25,14,-17
CCN(C(=O)CN1CCN(C)CC1)c1cccc2ccccc12,2,-2,18,0,-1.4,7,-4,23,26
COC(=O)/C(=C\Nc1ccc(Cl)c2ccccc12)c1ncc(C(F)(F)F)cc1Cl,-12,3,9,-2,1.9,16,10,59*,5
Cc1ccccc1C1=NC(C(F)(F)F)(C(F)(F)F)c2c(n(C)c(=O)n(C)c2=O)N1,-10,6,1,6,-0.8,-4,14,-24,8
Cc1nc(NC(=O)c2cc3c(s2)CCCCC3)sc1C(=O)N(C)C,-1,-53,10,10,2.8,6,-53,-35,-54
CCOCCn1c(CN2CCN(c3cccc(Cl)c3)CC2)nc2c1c(=O)n(C)c(=O)n2C,-1,8,2,-4,0.1,-13,15,15,-27
CC(C(=O)O)n1cnc2sc3c(c2c1=O)CCCC3 (stereo unspecified),-2,17,5,1,-0.9,9,-10,-14,9
N#C/C(=C\c1ccccc1O)C(=O)Nc1cccnc1,2,-42,7,1,1.2,-9,-67,-29,-52
CCC(=O)Nc1nnc(C)s1,3,-5,-5,/,/,0,/,/,/
COCc1cc(C)nc(SCC(=O)Nc2ccc3c(c2)n(C)c(=O)n3C)c1C#N,0,9,14,-1,-0.5,-5,-21,34,-13
COC(=O)c1cc(Nc2cc(C)c3ccc(O)cc3n2)cc(C(=O)OC)c1,3,5,7,0,-0.6,-10,4,27,8
CCN(Cc1ccccc1)S(=O)(=O)c1cc(C(=O)NC(C)C2CC3CCC2C3)ccc1OC (stereo unspecified),4,27,21,-4,0.1,9,9,27,-35
C=C(C)Cn1c(N2CC(C)CC(C)C2)nc2c1c(=O)[nH]c(=O)n2C (stereo unspecified),10,20,10,3,0.2,12,20,0,1
